Screening data as filed in PubChem.
Bcl-B Bim block = human Bim-Bcl-B interaction inhibition. Q9HD36. bead-based flow cytometry, Bim peptide-Bcl-B binding. inhibition, % at 10 µM. hit rate 0.073% among 190,000. AID 951;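 note: 0% = tracer peptide without compound and 100% = reference inhibitor peptide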
RGS7-Gao reg = modulates binding of RGS7 to human Galphao. P09471. Multiplexed bead flow cytometry; actives lie on both sides. binding response (% of control), % at 10 µM. hit rate 0.35% among 220,000. AID 1439; in the data active = binding response below about 49% or above about 150%; inconclusive = no clear call, values can overlap the other calls; inactive = in between;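 note: fluorescent Galphao held in activated GDP-AlF4 state binding bead-coupled RGS7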
Target sequence (P09471 whole entry, looked up): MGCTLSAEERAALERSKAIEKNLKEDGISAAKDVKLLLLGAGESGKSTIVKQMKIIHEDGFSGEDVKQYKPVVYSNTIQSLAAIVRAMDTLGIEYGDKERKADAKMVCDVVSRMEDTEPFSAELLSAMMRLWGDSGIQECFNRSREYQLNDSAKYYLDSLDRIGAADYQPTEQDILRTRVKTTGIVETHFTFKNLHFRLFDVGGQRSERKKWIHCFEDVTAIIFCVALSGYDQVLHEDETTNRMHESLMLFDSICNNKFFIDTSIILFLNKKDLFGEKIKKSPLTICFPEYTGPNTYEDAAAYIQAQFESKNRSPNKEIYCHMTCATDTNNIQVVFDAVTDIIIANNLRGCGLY
Bcl-2 Bim block = human Bim-Bcl-2 interaction inhibition; P10415; Bead-based flow cytometry, Bim peptide-Bcl-2 binding; inhibition, % at 10 µM; hit rate 0.06% among 190,000; AID 950; in the data active = inhibition above about 40%; inconclusive = no clear call, values can overlap the other calls;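 note: 0% = no compound wells with probe peptide and 100% = reference peptide inhibitor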
RGS4-Gao reg = human RGS4-Galphao interaction regulation | P09471 | Multiplexed bead flow cytometry, RGS4-Galphao binding; actives lie on both sides | binding response (% of control), % at 10 µM | hit rate 0.33% among 220,000; in the data active = binding response below about 49% or above about 150%; inactive = in between;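 note: fluorescent Galphao activated with aluminum fluoride binding bead-coupled RGS4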
Bim-Bcl-W = inhibitors of Bim-Bcl-W interaction, human. Q92843. bead-based flow cytometry, Bim peptide-Bcl-W binding. inhibition, % at 10 µM. hit rate 0.02% among 190,000. AID 952;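 note: 0% = bound tracer without compound and 100% = peptide blocker; higher means less fluorescent Bim peptide bound to Bcl-W beads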
GSH fluor = GSH bead compound fluorescence profile; GSH beads flow cytometry, compound fluorescence 488/530 nm; stronger effect = higher value; fluorescence (KMESF) at 10 µM; hit rate 0.25% among 190,000; AID 1776; in the data active = fluorescence above about 89;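 note: glutathione beads carrying GST-tagged Bcl family fusion proteins plus one bare bead set; values are compound well signal with DMSO vehicle wells as background; inactives centre near 16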
Bim-Bfl-1 = inhibitors of Bim-Bfl-1 interaction, human. Bead-based flow cytometry, Bim-Bfl-1 binding inhibition. inhibition, % at 10 µM. hit rate 0.12% among 190,000. AID 1008;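 note: 0% = wells without compound plus tracer and 100% = blocker peptide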
ABCG2 block = blocks JC-1 efflux by human ABCG2 transporter; Q9UNQ0; inhibition, % at 6.6 µM; hit rate 0.1% among 190,000; IgMXP3 cells, flow cytometry;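 active = inhibition above 80%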;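 note: 0% = DMSO and 100% = nicardipine control wells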
Target sequence (Q9UNQ0 whole entry, looked up): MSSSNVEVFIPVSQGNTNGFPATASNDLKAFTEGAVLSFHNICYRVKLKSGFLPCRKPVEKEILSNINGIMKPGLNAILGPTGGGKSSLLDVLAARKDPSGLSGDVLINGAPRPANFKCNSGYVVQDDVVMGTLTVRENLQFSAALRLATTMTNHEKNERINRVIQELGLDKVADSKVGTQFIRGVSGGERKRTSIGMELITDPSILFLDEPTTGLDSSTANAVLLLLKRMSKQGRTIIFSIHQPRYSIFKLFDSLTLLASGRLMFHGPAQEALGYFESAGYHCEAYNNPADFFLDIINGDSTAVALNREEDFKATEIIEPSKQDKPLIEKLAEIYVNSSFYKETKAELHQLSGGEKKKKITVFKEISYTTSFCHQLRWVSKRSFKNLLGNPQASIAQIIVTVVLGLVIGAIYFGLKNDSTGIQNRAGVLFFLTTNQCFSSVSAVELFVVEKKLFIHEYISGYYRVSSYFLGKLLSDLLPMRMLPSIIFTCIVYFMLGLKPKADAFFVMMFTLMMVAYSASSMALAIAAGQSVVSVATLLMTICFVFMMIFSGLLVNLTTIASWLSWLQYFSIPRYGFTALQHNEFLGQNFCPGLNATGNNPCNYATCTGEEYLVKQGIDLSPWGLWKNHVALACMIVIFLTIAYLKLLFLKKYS
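Assay system – ABCG2 IgMXP3 and barcoded ABCB1 CCRF-Adr cell mix · Input – 3 million cells/mL in well · Reagent – JC-1 fluorescent substrate · Compound – single test compound dose, 6.6 µM final · Timing – 10 min exposure at 25 °C with rotation, no wash · Detection – flow cytometry of retained JC-1 fluorescence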
Bim-Bcl-XL = human Bim-Bcl-XL interaction inhibition; Q07817; Bim peptide-Bcl-XL binding, bead flow cytometry, fluorescence; inhibition, % at 10 µM; hit rate 0.04% among 190,000
Avidin fluor = avidin bead compound fluorescence profile | fluorescence (KMESF) at 10 µM | Avidin beads, compound fluorescence 488/530 nm, flow cytometry; stronger effect = higher value | hit rate 0.38% among 220,000 | AID 1775; in the data active = fluorescence above about 47; note: inactives centre near 10
ABCB1 block = blocks JC-1 efflux by human ABCB1 transporter. P08183. CCRF-Adr cells, flow cytometry. inhibition, % at 6.6 µM. hit rate 0.067% among 190,000; in the data active = inhibition above about 40%;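 note: 0% = vehicle and 100% = reference inhibitor; higher value means more JC-1 retained so stronger ABCB1 efflux block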
* hit, by the source's call; ? = inconclusive; · = no result given; [ ] = another dose, or the depositor's remark. Cut-off read from the data, not from the text of the source, unless noted: active = inhibition above about 40%.

Bcl-B Bim block	RGS7-Gao reg	Bcl-2 Bim block	RGS4-Gao reg	Bim-Bcl-W	GSH fluor	Bim-Bfl-1	ABCG2 block	Bim-Bcl-XL	Avidin fluor	ABCB1 block	compound
-7	101	-6	102	-2	14	-8	5	0	7	1.0	Cc1nc(SCc2c(F)cccc2Cl)c2c(=O)n(C)c(=O)n(C)c2n1
0	101	1	99	0	11	-2	-1	0	19	-0.1	O=C(OCC(=O)N1CCc2ccccc21)c1ccc[nH]c1=O
8	53	6	52	14	6	8	-2	9	1	-0.9	Cc1c(Br)c(=O)oc2c(Br)c(O)c(O)cc12
-3	107	0	103	-6	11	-8	0	-5	3	0.3	CC(C)CC1C(C#N)=C(N)OC2=C1C(=O)CC(c1ccccc1)C2 (stereo unspecified)
-9	98	-8	101	0	24	-16	21	-10	22	1.2	Cc1c(-c2ccccc2)[n+](=O)c(-c2ccco2)c(C)n1[O-]
-4	95	-4	98	-3	6	-5	1	-2	7	0.3	O=C(COC(=O)Cc1cccs1)Nc1ccc(F)c(F)c1F
-7	100	-3	102	-5	4	-3	9	-5	13	6.6	Cc1cc2oc(=O)cc(CN3CCN(S(=O)(=O)c4cccs4)CC3)c2cc1C
1	101	4	101	-1	6	0	6	-1	16	0.7	N#Cc1cc2c(nc1SC1CCCCC1O)CCCC2 (stereo unspecified)

Individual results from the entries so far.
Bcl-B Bim block with Cc1c(-c2ccccc2)[n+](=O)c(-c2ccco2)c(C)n1[O-] : -9
Avidin fluor with O=C(OCC(=O)N1CCc2ccccc21)c1ccc[nH]c1=O : 19
RGS4-Gao reg with O=C(COC(=O)Cc1cccs1)Nc1ccc(F)c(F)c1F : 98

Following part:
Bcl-B Bim block	RGS7-Gao reg	Bcl-2 Bim block	RGS4-Gao reg	Bim-Bcl-W	GSH fluor	Bim-Bfl-1	ABCG2 block	Bim-Bcl-XL	Avidin fluor	ABCB1 block	compound
-2	107	-2	104	0	17	-2	1	-3	20	0.2	COc1cc(/C=N/NC(=O)c2cncc(Br)c2)ccc1OC(=O)c1ccc2c(c1)OCO2
-4	99	-2	103	0	23	-3	2	-2	12	0.5	COc1ccc(N(CC(=O)NCc2ccccn2)S(=O)(=O)c2ccccc2[N+](=O)[O-])c(OC)c1
-5	101	-7	103	2	19	-10	-2	-3	8	-1.1	CCn1c(N)nc2c1c(=O)n(C)c(=O)n2C
-11	99	-12	100	-4	23	-18	3	-5	11	0.7	CCN1CCN(C(c2ccccc2OC)c2nnnn2C2CCCCC2)CC1 (stereo unspecified)
0	?	0	101	0	17	-1	-1	-3	7	-0.2	O=C(CSc1n[nH]c(=O)[nH]c1=O)Nc1ccc(C(=O)O)cc1
9	99	13	100	8	5	19	14	16	14	·	CC(C)C(=O)N1CCN(c2ccc([N+](=O)[O-])cc2Cl)CC1
4	96	0	99	2	11	-3	6	4	12	0.3	Cc1ccc2c(c1)c(N=NC(N)=O)c(O)n2C
-1	99	0	100	1	8	0	3	-3	8	0.8	CCn1c(CSCc2ccc(C)cc2)nnc1SCC(=O)NCc1ccccc1
-5	101	-4	100	-1	9	-4	1	0	20	0.1	O=C(Cc1c(C(=O)O)[nH]c2ccccc12)NC1CCCC1
-13	101	0	103	10	16	6	0	22	21	0.1	O=S(=O)(Cc1ccccc1)N1CCN(C/C=C/c2ccccc2)CC1
-5	96	0	103	-3	20	-1	3	-5	8	0.6	CC1(C)NC(=O)N(CCOc2cccc(Cl)c2Cl)C1=O
-6	105	-4	102	-3	7	-2	8	-3	3	1.9	CCOc1cccc(OCCn2cnc3ccccc3c2=O)c1
1	92	0	95	3	11	-3	5	1	8	0.2	N#C/C(=C/c1ccc(-c2ccccc2[N+](=O)[O-])o1)C(N)=O
-1	102	-5	100	5	15	-7	0	-1	7	0.0	Cc1nnc(NC(=O)CCCN2C(=O)c3ccccc3C2=O)s1
-5	94	-5	95	0	15	-10	1	-3	6	0.0	CC(NC(=O)Cc1ccccc1)c1nc2ccccc2[nH]1 (stereo unspecified)
0	104	1	100	2	6	0	2	0	13	0.2	O=C(CCl)NCc1c(Cl)cccc1-n1cccc1
-7	101	-4	100	0	9	-5	3	-4	17	·	Cc1cc(C(=O)NCC(=O)OCC(=O)N(C)C2CCCCC2)ccc1[N+](=O)[O-]
-7	101	-4	99	-4	17	-7	0	-6	16	0.0	CC(=O)NS(=O)(=O)c1ccc(NC(=S)NC(=O)COc2ccccc2C)cc1
-1	92	-1	98	-1	17	-1	0	-1	11	-0.1	CC(=O)Nc1sc2c(c1CN1CCN(C)CC1)CCCC2
-10	99	-5	100	0	19	-10	4	-7	24	0.0	O=c1[nH]c(SCc2n[nH]c(=S)n2-c2ccccc2)nc2ccccc12
-4	101	-1	98	-2	11	-5	5	-3	3	0.8	CNC(=O)CS(=O)(=O)CC(=O)Nc1cc(OCCOC)c(Cl)cc1Cl
-12	101	-9	99	3	44	0	-2	-14	5	-0.5	CCOC(=O)c1cc(-c2ccc(N)cc2)sc1N
-4	106	-10	104	2	31	-3	0	0	14	0.1	CC1(C)Cc2nc3n[nH]c(N)c3cc2CO1
-7	101	-2	102	-5	10	-4	1	-7	10	0.1	CCN(CC)C(=O)C(=O)N/N=C/c1ccc(F)cc1
-6	110	-13	105	-5	21	-3	-1	-10	16	0.0	COCCNC(=O)c1ccc(CN2CCOCC2)cc1
-7	104	-9	101	-2	17	-18	4	-5	8	0.7	O=C(CN1C(=O)NC2(CCCCC2)C1=O)NC1CCCc2ccccc21 (stereo unspecified)
-4	103	2	102	-2	8	7	-7	-4	14	-0.3	CC(C)CN1C(=O)NC(NS(=O)(=O)c2ccc(N)cc2)(C(F)(F)F)C1=O (stereo unspecified)
-4	101	-6	101	2	11	-5	-3	-4	10	-6.7	CCCOc1ccc(-c2nc(C#N)c(N3CCN(CC)CC3)o2)cc1
-5	?	0	98	-2	15	-2	15	-3	9	0.3	COC(=O)c1ccc(C(=O)OC)c(NC(=S)N2CCN(C)CC2)c1
-5	98	-5	96	-1	29	-11	1	-6	8	-0.2	O=C(O)c1ccc(CNCc2ccc(Cl)cc2Cl)cc1
-5	100	-4	102	2	14	-6	6	0	14	1.8	Cc1cc(C)n(C(=O)CCN2C(=O)c3ccccc3C2=O)n1
4	102	6	103	3	17	2	0	4	5	-0.5	Cc1nnc(SCC(=O)NNC(=O)CC#N)[nH]c1=O
-6	101	-9	102	1	23	-16	88*	-5	32	6.4	COc1ccc(CNc2nc(-c3cccnc3)nn2C(=O)c2cccs2)cc1
-6	99	-7	99	0	12	-19	1	-5	12	0.1	O=C(CSc1ncnc2c1oc1ccccc12)OCc1ccccc1
0	101	0	102	-1	21	-3	0	-1	29	0.1	O=C(Cc1ccccc1)NC1CCN(S(=O)(=O)c2ccc(C(=O)O)cc2)CC1
-3	110	-2	105	6	8	-10	2	0	10	0.3	COC(=O)COc1cccc(NC(=O)COc2ccccc2)c1
0	?	0	100	2	12	-5	-1	0	12	-0.3	Cc1ccc(-n2nc(C)cc2NC(=O)CC#N)cc1
-1	99	-1	102	-1	14	0	1	-5	33	0.3	CCN(CC)CCC(=O)NC(C)(C)Cc1ccc(O)cc1
-2	97	0	96	-3	6	-3	1	-5	11	0.0	CCN(CC)C(=O)c1ccc(C(=O)c2ccccc2)cc1
-4	93	-1	94	-2	20	-3	4	-2	18	1.7	COc1ccc(CNc2nc(SCC(=O)NCc3ccco3)nc3ccccc23)cc1
-2	103	-3	101	-2	11	-3	19	-2	11	0.4	COc1cc(C(=O)NCc2ccccc2)ccc1OC(F)F
-11	102	-14	106	-7	26	-22	49	-12	12	1.2	CCCCNC(=O)OCCNC(=O)Oc1cccc(C)c1
-7	103	-9	103	1	53	-11	1	-5	18	-0.2	CC(C)C(=O)OCCN=C1NS(=O)(=O)c2ccccc21
-5	91	-6	98	-1	33	-16	-4	-4	14	0.4	O=C(NCC1CCCO1)c1ccc(NC(=O)C2CCCCC2C(=O)O)cc1 (stereo unspecified)
-10	104	-7	105	-2	36	-17	32	-8	14	0.3	Cc1ccc(-n2c(COc3c(C)cccc3C)nnc2SCC(=O)Nc2nccs2)cc1
-1	104	1	105	0	10	-3	2	-1	11	1.2	CCOc1ccc(N2C(=O)Nc3ccccc3C2(O)C(=O)NCc2ccccc2)cc1 (stereo unspecified)
-2	99	-3	87	-4	15	-4	1	-5	10	1.7	Cc1sc(NC(=O)c2ccco2)c(C(c2ccc(F)cc2)N2CCN(C)CC2)c1C (stereo unspecified)
-3	107	-3	105	0	18	0	10	0	10	1.5	CCOC(=O)c1c(C)n(C)c2ccc(OC(C)C(=O)OC)cc12 (stereo unspecified)
-24	101	-3	100	-1	22	0	2	-6	4	0.5	CC(=O)NC(Nc1nc2c(s1)CCCC2)(C(F)(F)F)C(F)(F)F
-6	103	-6	101	1	12	-6	10	0	12	1.5	CCOC(=O)c1c(CNCCN(CC)CC)n(C)c2cc(Br)c(OC)cc12
-8	101	3	103	1	10	4	2	1	15	0.6	Cc1cc(C(=O)NNC(=S)NCc2ccco2)nn1C
-2	100	-3	101	-1	21	0	-2	0	12	-2.8	COc1ccc(C2=NN(C)C(=NCc3ccccc3)SC2)cc1
3	106	7	108	2	27	0	0	0	13	-0.2	O=c1c2c(nc3nc(Cc4ccccc4)[nH]n13)CCC2
-22	417*[activator]	·	141	-2	12	3	16	-11	312*	23	N#C/C(=C\c1sc(N2CCOCC2)nc1-c1ccccc1)C(=O)Nc1cccc2ccccc12
-2	100	-5	101	-1	4	0	20	-1	15	6.3	CCC(CO)n1c(SCc2cc([N+](=O)[O-])cc3c2OCOC3)nc2ccccc2c1=O (stereo unspecified)
-4	97	-1	96	-3	14	-1	0	-5	32	0.5	COc1ccc(CC(C)N2CCN(Cc3ccccc3)CC2)c(OC)c1 (stereo unspecified)

(next part)
Bcl-B Bim block	RGS7-Gao reg	Bcl-2 Bim block	RGS4-Gao reg	Bim-Bcl-W	GSH fluor	Bim-Bfl-1	ABCG2 block	Bim-Bcl-XL	Avidin fluor	ABCB1 block	compound
-8	103	0	103	-3	17	2	5	-4	27	4.3	CCN(CC)S(=O)(=O)c1ccc(N2CCOCC2)c(NC(=O)C(=O)c2c(-c3ccccc3)cc3ccccn23)c1
-4	129	-5	106	-3	12	-5	0	-4	28	0.0	Cc1ccc(C(=O)N/C(=C/c2cccs2)C(=O)N2CCCCC2)cc1
0	91	1	91	9	16	14	4	-2	13	1.1	CN1c2cccc3cccc(c23)N(C)C1(C)C
-1	98	-2	98	0	18	-3	1	-1	9	0.4	Nc1ccc(Cl)c(S(=O)(=O)Nc2cccc(Cl)c2)c1
-8	90	-8	94	-8	20	-17	0	-10	15	0.1	C/C(=N\N=C\c1ccccc1F)c1nnn(-c2nonc2N)c1C
-9	103	-9	105	-9	14	-8	2	-7	26	0.5	Cc1cccc(-n2nc3c(c2NC(=O)CCC2CCCCC2)CS(=O)C3)c1C (stereo unspecified)
-2	101	-2	102	-2	14	-3	5	-1	12	0.6	O=C(NCc1cccnc1)c1ccc(COc2ccccc2Br)o1
